TEAD-YAP inh: TEAD-YAP interaction inhibition. HEK-TIYL cells, TEAD-Gal4/YAP UAS-luciferase luminescence. inhibition, % at 9.12 µM. hit rate 1.4% among 640,000. AID 1259422; in the data active = inhibition above about 32%;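 note: 0% = median of test compound wells and 100% = reference inhibitor wells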
MITF primary: inhibitors of human MITF. O75030. AlphaScreen MITF homodimerization, bead proximity signal. inhibition, % at 2.6 µM. hit rate 0.91% among 650,000. AID 1259374; in the data active = inhibition above about 50%;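 note: 0% = vehicle wells with protein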
Target sequence (O75030 whole entry, looked up): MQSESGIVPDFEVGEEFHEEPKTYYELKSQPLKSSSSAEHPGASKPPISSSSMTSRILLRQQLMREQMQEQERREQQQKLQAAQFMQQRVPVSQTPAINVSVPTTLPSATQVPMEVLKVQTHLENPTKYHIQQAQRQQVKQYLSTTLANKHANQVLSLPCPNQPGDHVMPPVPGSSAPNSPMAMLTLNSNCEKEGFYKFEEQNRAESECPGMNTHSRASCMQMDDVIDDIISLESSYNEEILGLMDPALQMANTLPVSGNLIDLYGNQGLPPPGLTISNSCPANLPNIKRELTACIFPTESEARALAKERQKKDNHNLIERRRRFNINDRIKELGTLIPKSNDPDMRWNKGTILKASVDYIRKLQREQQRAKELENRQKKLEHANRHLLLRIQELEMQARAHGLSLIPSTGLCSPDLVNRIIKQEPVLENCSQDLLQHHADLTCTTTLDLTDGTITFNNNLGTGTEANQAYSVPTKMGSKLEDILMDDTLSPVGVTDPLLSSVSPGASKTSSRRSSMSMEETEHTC
FBW7 act: activators of human E3 ligase FBW7. AlphaScreen FBW7–phospho-cyclin E peptide binding, activator screen. normalized activity (activation), % at 26.1 µM. hit rate 0.13% among 650,000; in the data active = normalized activity above about 1.9%;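 note: purified mutant Fbw7 with reduced substrate affinity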
GPR151 ag: activates the human receptor GPR151. PathHunter beta-arrestin GPR151 cells, luminescence. hit rate 1% among 650,000. activation, % at 11.2 µM. Q8TDV0; in the data active = activation above about 4.9%;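 note: 0% = median of compound wells and 100% = cells with positive control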
Target sequence (Q8TDV0 whole entry, looked up): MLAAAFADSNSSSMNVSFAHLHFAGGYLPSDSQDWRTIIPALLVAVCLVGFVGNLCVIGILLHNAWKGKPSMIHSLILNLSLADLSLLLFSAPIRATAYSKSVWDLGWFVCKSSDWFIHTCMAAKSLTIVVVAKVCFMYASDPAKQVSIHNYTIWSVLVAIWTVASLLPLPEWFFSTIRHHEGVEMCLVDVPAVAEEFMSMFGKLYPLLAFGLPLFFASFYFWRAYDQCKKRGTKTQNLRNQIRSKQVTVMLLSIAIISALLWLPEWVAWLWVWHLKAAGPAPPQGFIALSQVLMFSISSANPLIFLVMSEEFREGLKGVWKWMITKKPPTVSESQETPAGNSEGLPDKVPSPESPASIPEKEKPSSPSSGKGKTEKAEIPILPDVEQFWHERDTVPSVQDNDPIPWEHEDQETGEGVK
* hit, by the source's call; . = no result given; & = joins results of further samples.

cpd | SMILES | TEAD-YAP inh | MITF primary
1 | Cc1cccc(CN2CCN(Cc3ccc(F)cc3)CC2CCO)n1 (centres undefined) | 11 | 5
2 | COc1ccc(-c2cc(C(=O)OCC#N)c3ccccc3n2)cc1 | 8 | -9
3 | COc1cccc(C(=O)Nc2ccccc2C2CC2)c1 | -21 | -8
4 | COc1ccc(C(=O)N/N=C/c2cc(Br)cc([N+](=O)[O-])c2O)cc1 | 2 | 26
5 | COc1cccc(NC(=O)Cn2c(=O)n(C)c3ncccc32)c1 | -1 | 13
6 | Cc1ccc([N+](=O)[O-])cc1-n1cccc1/C=C1\C(=N)N2N=CSC2=NC1=O | -23 | 2
7 | COc1cc2c(cc1OC)C(=O)C(C)(C)N(C(=O)/C=C/c1ccccc1)C2 | -12 | 8
8 | CSc1nc2ccccc2c(=O)n1N | -1 | 7

cpd | FBW7 act | GPR151 ag
1 | 0.0 | 2.7
2 | 0.0 | -1.2
3 | -0.1 | 0.1
4 | -0.3 | -1.1
5 | 0.2 | -0.3
6 | 1.0 | -0.2
7 | -0.1 | 0.5
8 | -0.1 | 4.4

(list continues)
cpd | SMILES | TEAD-YAP inh | MITF primary
9 | C/C(=N\NC(=O)c1n[nH]c(=O)c2ccccc12)c1ccncc1 | 8 | -8
10 | CCc1cc2cc(OC)ccc2nc1SCC(=O)Nc1nc(C)cs1 | 29 | 14
11 | CN1c2ccccc2Oc2nnc(N3CCC(Cc4ccccc4)CC3)cc21 | 2 | -10
12 | COc1cccc(CNC(=O)Cn2ncc3c(Cl)cccc32)c1 | 0 | 10
13 | CC(=O)c1c(C)[nH]c(C(=O)CSc2nnc(C(F)(F)F)n2C)c1C | 3 | 9
14 | CCCCNC(=O)c1cc2nc(-c3ccco3)cc(C(F)(F)F)n2n1 | -3 | 5
15 | COc1ccc(C2CC(=O)C3=C(C2)Nc2ccccc2NC3c2ccc(O)c(OC)c2)cc1 (centres undefined) | -3 | -8
16 | Cc1onc(C(=O)N2CCC(C(N)=O)CC2)c1-c1ccccc1Cl | -3 | 1

cpd | FBW7 act | GPR151 ag
9 | -0.1 | 1.4
10 | 0.0 | -0.1
11 | -0.2 | -1.2
12 | 0.0 | 2.1
13 | 0.1 | 1.5
14 | 0.2 | -1.3
15 | -0.1 | 1.1
16 | -0.2 | -0.7

(list continues)
cpd | SMILES | TEAD-YAP inh | MITF primary
17 | Cc1ccc(NC(=O)CSc2nnc(-c3ccc(O)cc3)o2)cc1Cl | -10 | -2
18 | Cc1ccc(OCC(=O)N/N=C/c2ccccn2)c(Br)c1 | -11 | 2
19 | CCOc1cc(/C=N/n2nnnc2N)ccc1O | -3 | 0
20 | OC1CCCN(Cc2ccccc2)C1 (centres undefined) | 6 | -5
21 | O=C(Nc1ccc(NC(=O)c2ccccc2[N+](=O)[O-])cc1)c1ccco1 | -25 | 10
22 | Cn1c(SCc2ccccc2)nnc1C(O)c1ccccc1 (centres undefined) | 6 | -9
23 | Cc1cc(C)cc(OCC(=O)N2CCC(C(N)=O)CC2)c1 | 8 | 16
24 | COCCCNC(=S)Nc1ccccc1OC | -7 | -9

cpd | FBW7 act | GPR151 ag
17 | 0.0 | -0.4
18 | -0.3 | -0.8
19 | 0.6 | -0.1
20 | -0.1 | 0.8
21 | 0.0 | 1.5
22 | 0.0 | -2.1
23 | 0.4 | -1.4
24 | -0.2 | -1.3

(cont.)
cpd | SMILES | TEAD-YAP inh | MITF primary
25 | Cc1[nH]c(=O)[nH]c(=O)c1CSCC(=O)OCC(=O)c1ccc(Br)cc1 | 2 | -7
26 | CCOC(=O)c1cc(-c2ccc(/C=C3\C(=O)N(c4ccc(S(N)(=O)=O)cc4)N=C3C(F)(F)F)o2)ccc1Cl | -1 | -3
27 | O=C1c2ccccc2-c2onc3c(N4CCN(c5ncccn5)CC4)cc(Nc4cccc(F)c4)c1c23 | 6 | 15
28 | COc1ccc(OC)c(N=Cc2c(O)n(-c3ccccc3C)c(=O)[nH]c2=O)c1 | 3 | 8
29 | C=CCN1C(=O)N(c2ccc(F)cc2)C(=O)C1CC(=O)Nc1ccc(OCC)cc1 (centres undefined) | 6 | 16
30 | O=C(NCC(c1cccnc1)N1CCN(c2ccc(F)cc2)CC1)c1ccc([N+](=O)[O-])cc1 (centres undefined) | 4 | -16
31 | O=C(c1c(F)cccc1Cl)N1CCN(c2ccc([N+](=O)[O-])cc2)CC1 | 11 | 2
32 | CC(=O)C1CCCN(C(=O)CCc2nnc(CCc3c[nH]c4ccccc34)o2)C1 (centres undefined) | 0 | -8

cpd | FBW7 act | GPR151 ag
25 | -0.1 | 1.1
26 | 0.3 | -0.6
27 | 0.1 | 0.4
28 | 0.2 | 0.7
29 | 0.2 | -0.8
30 | 0.1 | -0.8
31 | -0.2 | 0.0
32 | 0.2 | 0.3

The listing continues:
cpd | SMILES | TEAD-YAP inh | MITF primary
33 | CC(NC(=O)c1ccc(C(=O)NC(C)c2ccccc2)cc1)c1ccccc1 (centres undefined) | -3 | -1
34 | COc1cc([N+](=O)[O-])ccc1-c1ccc(/C=N/NC(C)=O)o1 | 2 | 0
35 | CC1CCN(c2ncnc3c2c(-c2ccccc2)cn3-c2ccc(Br)cc2)CC1 | -4 | -2
36 | CCCC(=O)N(c1ccc2oc(C)c(C(C)=O)c2c1)S(=O)(=O)c1cccc([N+](=O)[O-])c1 | -4 | -8
37 | CCCCN(C)S(=O)(=O)c1cc(Br)cc2c1N(C(=O)C1CC1)CC2 | 13 | 10
38 | Cc1cc(C)n(CCNC(=O)CN2N=C(C(C)(C)C)Cn3c(cc4ccccc43)C2=O)n1 | -2 | -2
39 | COCCNC(=O)c1ccc2c(c1)ncn2-c1cc(OC)c(OC)c(OC)c1 | -31 | -4
40 | O=C(CCCCCn1c(=S)[nH]c2ccccc2c1=O)N1CCN(c2ccccn2)CC1 | 2 | -10

cpd | FBW7 act | GPR151 ag
33 | 0.1 | 0.4
34 | 0.0 | 2.3
35 | -0.1 | -1.0
36 | 0.4 | 0.9
37 | 0.8 | 1.6
38 | -0.1 | 0.8
39 | 0.0 | -1.3
40 | 0.1 | 0.3

Next section:
cpd | SMILES | TEAD-YAP inh | MITF primary
41 | CC(/C=C/c1ccccc1)=N\NC(=O)c1ccncc1 | 10 | 19
42 | CC(/C=C1\N=C(c2ccc(F)cc2)OC1=O)=C\c1ccc2c(c1)OCO2 | -18 | 9
43 | COC(=O)c1ccccc1N=Nc1c(=O)[nH]n2c(C)cc(C)nc12 | -5 | 15
44 | CCOC(=O)c1cc2c(=O)n3ccccc3nc2n(C(C)C)c1=NC(=O)C(C)(C)C | -6 | -4
45 | Cn1c(=O)c2c(SCC(=O)Nc3ccccc3)nc(-c3ccccc3)nc2n(C)c1=O | 4 | -4
46 | Cc1ccc2oc(-c3ccc(NC(=O)c4cc(Br)ccc4Cl)cc3)nc2c1 | -22 | 5
47 | Cc1c(Cl)cccc1N1C(=O)CC(NNC(=O)Cc2ccc(Cl)cc2)C1=O (centres undefined) | 7 | 10
48 | Cc1cc2ccccc2n2c(=O)n(CC(=O)N3CCCCCC3)nc12 | -8 | -1

cpd | FBW7 act | GPR151 ag
41 | 0.2 | -0.8
42 | 0.2 | 1.1
43 | -0.3 | 1.0
44 | 0.9 | -1.5
45 | -0.1 | -1.4
46 | 0.0 | 3.0
47 | 0.0 | -0.9
48 | 0.3 | -1.2

Next part, overlapping the part above by five compounds.
cpd | SMILES | TEAD-YAP inh | MITF primary
44 | CCOC(=O)c1cc2c(=O)n3ccccc3nc2n(C(C)C)c1=NC(=O)C(C)(C)C | -6 | -4
45 | Cn1c(=O)c2c(SCC(=O)Nc3ccccc3)nc(-c3ccccc3)nc2n(C)c1=O | 4 | -4
46 | Cc1ccc2oc(-c3ccc(NC(=O)c4cc(Br)ccc4Cl)cc3)nc2c1 | -22 | 5
47 | Cc1c(Cl)cccc1N1C(=O)CC(NNC(=O)Cc2ccc(Cl)cc2)C1=O (centres undefined) | 7 | 10
48 | Cc1cc2ccccc2n2c(=O)n(CC(=O)N3CCCCCC3)nc12 | -8 | -1
49 | CC(=O)c1cccc(CN2CCN(CCc3ccccc3)C(CCO)C2)c1 (centres undefined) | 3 | 15
50 | O=C1CNC(=O)N1CC(=O)N1CCCc2ccccc21 | 4 | 6
51 | NCCCNCCCCN(CCCN)/[N+]([O-])=N/O | . | -155&-146
52 | Cc1ccc(N2CCCS2(=O)=O)cc1NC(=O)Nc1ccc(Cl)c(Cl)c1 | -2 | 1
53 | COc1cc(=O)n2c(c1C(=O)NCCCn1cccn1)CCN(CC(C)C)CC2 | -3 | 4
54 | CCCNC(=O)c1ccc2nc(Nc3ccncc3)sc2c1 | -17 | 15
55 | Cc1nn(-c2ccccc2)c(C)c1/C=N/Nc1cccc(C(=O)O)c1 | 42* | 7
56 | O=C(O)c1ccc(Sc2ccc(F)cc2)c([N+](=O)[O-])c1 | 2 | -3

cpd | FBW7 act | GPR151 ag
44 | 0.9 | -1.5
45 | -0.1 | -1.4
46 | 0.0 | 3.0
47 | 0.0 | -0.9
48 | 0.3 | -1.2
49 | 0.3 | 0.4
50 | 0.0 | -0.2
51 | 0.0 | 0.9&1.6
52 | -0.1 | 1.2
53 | -0.1 | -0.7
54 | 0.2 | -1.5
55 | 0.4 | -1.4
56 | -0.1 | 0.4

(continued)
cpd | SMILES | TEAD-YAP inh | MITF primary
57 | COC(=O)c1sc2ccccc2c1NC(=O)c1ccc(OC)c(OC)c1 | -8 | 0
58 | Cc1cccc(CNC(=O)c2ccccc2N)c1 | 12 | 19
59 | COc1ccc(NC(=O)CCN2CCN(c3ccc(F)cc3)CC2)cc1 | 9 | 11
60 | Cc1ccc(N2C(=O)CC(Sc3ccccc3C(=O)O)C2=O)c(Br)c1 (centres undefined) | 11 | 0
61 | CC1CCCN(C2(O)C(=O)Nc3ccc(Br)cc32)C1 (centres undefined) | 1 | 15
62 | O=C(c1ccc(Sc2ccccc2Cl)c([N+](=O)[O-])c1)N1CCCCCC1 | -10 | 7
63 | c1ccc(COc2ccc(OCCn3ccnc3)cc2)cc1 | -45 | 81*
64 | Cc1cccc(C)c1NC(=O)c1c(-c2ccccc2)noc1C | -26 | 1

cpd | FBW7 act | GPR151 ag
57 | -0.3 | -0.3
58 | 0.6 | -3.3
59 | 0.0 | 0.6
60 | -0.1 | -0.1
61 | 0.0 | 1.6
62 | -0.4 | 0.3
63 | 0.1 | 1.2
64 | -0.1 | -0.8

(listing goes on)
cpd | SMILES | TEAD-YAP inh | MITF primary
65 | CN(C)c1cccc(Nc2nc(NCc3ccccc3)c3ncn(CCN4CCCC4=O)c3n2)c1 | -3 | 19
66 | CCOC(=O)C1(CCOc2ccccc2)CCN(S(=O)(=O)Cc2ccccc2)CC1 | -10 | -1
67 | CCOc1ccc(-c2c(C#N)c(N)nc3sc(C(N)=O)c(N)c23)cc1 | 8 | 9
68 | OC(COc1ccc2c(c1)OCO2)CN1CCCCCC1 (centres undefined) | 0 | 12
69 | O=C(NCC1COCCO1)c1ccc(OC2CCN(C(=O)c3cccnc3)CC2)cc1 (centres undefined) | 4 | -1
70 | COC(=O)c1cc(NC(=O)C2=C(C)C(=O)OC23CCC(C)CC3)cc(C(=O)OC)c1 (centres undefined) | 6 | 7
71 | Cc1ccccc1-c1nc2sc3c(c2c(=O)o1)CCC3 | 10 | -16
72 | Cc1cc(C)c2c(n1)nn1c(C)c(CCC(=O)NC(C)c3ccccc3)c(C)nc21 (centres undefined) | -7 | -1

cpd | FBW7 act | GPR151 ag
65 | 0.2 | -0.2
66 | 0.0 | -0.3
67 | 0.0 | 3.6
68 | 0.0 | 1.3
69 | -0.1 | -0.2
70 | 0.1 | 2.3
71 | 0.1 | 0.5
72 | 0.1 | -0.5

Next part (four carried over from the part before).
cpd | SMILES | TEAD-YAP inh | MITF primary
69 | O=C(NCC1COCCO1)c1ccc(OC2CCN(C(=O)c3cccnc3)CC2)cc1 (centres undefined) | 4 | -1
70 | COC(=O)c1cc(NC(=O)C2=C(C)C(=O)OC23CCC(C)CC3)cc(C(=O)OC)c1 (centres undefined) | 6 | 7
71 | Cc1ccccc1-c1nc2sc3c(c2c(=O)o1)CCC3 | 10 | -16
72 | Cc1cc(C)c2c(n1)nn1c(C)c(CCC(=O)NC(C)c3ccccc3)c(C)nc21 (centres undefined) | -7 | -1
73 | O=S(=O)(Nc1ccc(F)cc1F)c1ccc2c(c1)OCCCO2 | -4 | -2
74 | O=[N+]([O-])c1c(N2CCCCC2)c([N+](=O)[O-])c2nsnc2c1N1CCCCC1 | 3 | 13
75 | COc1cccc(C2CC(c3ccc(Br)cc3)=NN2C(=O)CSc2nnc(CNC(=O)c3cccc(C)c3)n2C)c1OC (centres undefined) | 3 | 0
76 | COCc1nnc(NC(=O)c2ccccc2Cl)s1 | -39 | 12
77 | CCOc1ccc(C(=O)Nc2c3c(nn2-c2cccc(Cl)c2)CS(=O)(=O)C3)cc1OCC | 1 | 3
78 | O=[N+]([O-])c1ccc(N2CCN(c3ncnc4c3c(-c3ccccc3)cn4-c3cccc(Cl)c3)CC2)cc1 | -14 | 2
79 | COc1ccc2c(C)c(Cl)c(=O)oc2c1C | -12 | -4
80 | CC(Cc1ccco1)NC(=O)c1cc2ccccc2oc1=O (centres undefined) | -21 | -6

cpd | FBW7 act | GPR151 ag
69 | -0.1 | -0.2
70 | 0.1 | 2.3
71 | 0.1 | 0.5
72 | 0.1 | -0.5
73 | -0.1 | 1.4
74 | -0.1 | 5.6*
75 | 0.0 | -1.6
76 | 0.1 | -1.6
77 | 0.1 | -0.8
78 | 0.2 | -1.1
79 | -0.1 | 0.5
80 | 3.0* | 0.2

Screening data (PubChem BioAssay)
